High-throughput results from PubChem BioAssay.
BoNT F protease: BoNT/F light chain protease inhibitors, primary screen, biochemical, flow cytometry, MLPCN library | Multiplex microsphere protease cleavage assay | inhibition, % at 10 µM | actives 0.22% (n = 360,000) | AID 588497, 2011; in the data active = inhibition above about 35%, passing the limit was not always enough; inconclusive = no clear call, values can overlap the other calls; note: plate controls were buffer without enzyme for full effect and enzyme alone for no effect
Anthrax LF inh2: Bacillus anthracis LF protease inhibitors, primary screen, biochemical, multiplex microsphere, MLPCN library | AID 588501, 2011 | Lethal factor (Bacillus anthracis), P15917 | actives 0.12% (n = 360,000) | multiplex microsphere protease cleavage assay | inhibition, % at 10 µM; note: plate controls were buffer without enzyme for full effect and enzyme alone for no effect
Mtb UGM inh: M. tuberculosis UGM enzyme inhibitors, primary screen, biochemical, fluorescence polarization, single point; UDP-galactopyranose mutase (Mycobacterium tuberculosis (strain ATCC 25618 / H37Rv)), …; purified UGM, fluorescence polarization probe displacement; inhibition, % at 10 µM; actives 0.06% (n = 320,000); in the data active = inhibition above about 10%, passing the limit was not always enough; inconclusive = no clear call, values can overlap the other calls
Target sequence (P9WIQ1 whole entry, looked up): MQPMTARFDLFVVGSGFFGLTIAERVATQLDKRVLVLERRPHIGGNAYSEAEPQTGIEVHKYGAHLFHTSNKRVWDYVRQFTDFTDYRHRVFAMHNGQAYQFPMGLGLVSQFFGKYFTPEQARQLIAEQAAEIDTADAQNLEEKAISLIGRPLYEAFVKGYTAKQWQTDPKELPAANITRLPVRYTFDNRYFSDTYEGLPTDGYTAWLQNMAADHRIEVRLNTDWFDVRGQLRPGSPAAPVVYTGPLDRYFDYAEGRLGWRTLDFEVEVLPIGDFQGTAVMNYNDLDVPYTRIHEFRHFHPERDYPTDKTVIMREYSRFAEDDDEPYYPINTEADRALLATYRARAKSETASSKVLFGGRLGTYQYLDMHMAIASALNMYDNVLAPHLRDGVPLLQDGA
GDH-TPI inh: GDH-TPI coupling enzyme inhibitors, primary screen, artefact control for M. tuberculosis FBA inhibitor project, biochemical, absorbance, full deck; GDH-TPI coupled enzyme counterscreen, NADH absorbance; inhibition, % at 4.8 µM; actives 1.2% (n = 360,000); in the data active = inhibition above about 30%;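 note: 0% = DMSO wells and 100% = wells lacking the enzyme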
BoNT A protease: BoNT/A light chain protease inhibitors, primary screen, biochemical, flow cytometry, MLPCN library; AID 588499, 2011; inhibition, % at 10 µM; actives 0.17% (n = 360,000); multiplex microsphere protease substrate cleavage; Botulinum neurotoxin type A light chain protease (Clostridium botulinum A str. ATCC 3502); note: plate controls were buffer without enzyme for full effect and enzyme alone for no effect
PfHsp40 yeast: rescue of yeast from PfHsp40 toxicity, primary screen, S. cerevisiae, ATP luminescence | S. cerevisiae expressing PfHsp40, growth rescue | growth rescue, % at 12.5 µM | actives 0.68% (n = 340,000) | AID 504582, 2011; in the data active = growth rescue above about 28%, passing the limit was not always enough; inconclusive = no clear call, values can overlap the other calls;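 note: yeast W303a lacking pdr1 and pdr3 grown in galactose medium; growth measured after three days at 30 °C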
FadD28 FP inh: inhibitors of FadD28 bisubstrate probe binding, primary screen, biochemical, fluorescence polarization, single point | Mycobacterium tuberculosis FadD28 fatty-acid-AMP ligase | inhibition, % at 12.5 µM | actives 0.22% (n = 360,000) | AID 588549, 2011; in the data active = inhibition above about 8.5%, passing the limit was not always enough; inconclusive = no clear call, values can overlap the other calls
Mtb FBA inh: Mtb FBA enzyme inhibitors, primary screen, biochemical, fluorescence, strain H37Rv. Fructose-bisphosphate aldolase (Mycobacterium tuberculosis (strain ATCC 25618 / H37Rv)), …. purified M. tuberculosis FBA, fluorescence read-out. inhibition, % at 1 µM. actives 2.3% (n = 360,000); in the data active = inhibition above about 27%;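 note: 0% = vehicle and 100% = reference inhibitor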
Target sequence (P9WQA3 whole entry, looked up): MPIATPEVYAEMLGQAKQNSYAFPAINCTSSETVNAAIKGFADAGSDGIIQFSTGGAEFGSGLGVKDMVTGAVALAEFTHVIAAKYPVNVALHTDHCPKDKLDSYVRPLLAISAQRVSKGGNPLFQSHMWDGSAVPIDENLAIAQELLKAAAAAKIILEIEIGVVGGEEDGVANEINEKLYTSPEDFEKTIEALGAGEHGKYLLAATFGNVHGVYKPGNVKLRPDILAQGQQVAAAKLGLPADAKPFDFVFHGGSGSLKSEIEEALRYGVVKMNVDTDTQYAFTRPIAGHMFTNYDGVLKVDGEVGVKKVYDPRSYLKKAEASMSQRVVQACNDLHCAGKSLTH
BioA inh: M. tuberculosis BioA enzyme inhibitors, primary screen, biochemical, plate reader, single point, HTS | 7,8-diaminopelargonic acid synthase BioA (Mycobacterium tuberculosis) | purified M. tuberculosis BioA enzyme | inhibition, % at 9.99 µM | actives 0.096% (n = 360,000) | AID 602481, 2012; in the data active = inhibition above about 40%; inconclusive = no clear call, values can overlap the other calls
* = called active by the depositor; u = inconclusive; x = not tested or not shown. Cut-off read from the data, not from the text of the source, unless noted: active = inhibition above about 30%; inconclusive = no clear call, values can overlap the other calls; inactive = below that.

SMILES	BoNT F protease	Anthrax LF inh2	Mtb UGM inh	GDH-TPI inh	BoNT A protease	PfHsp40 yeast	FadD28 FP inh	Mtb FBA inh	BioA inh
O=C(OCCC12CC3CC(CC(C3)C1)C2)c1ccc(NCc2cc(O)ccc2O)cc1	-8	4	x	10	-0.4	0.4	-1.2	0	x
Cn1c(SCc2ccc(C#N)cc2)nnc1-c1ccccc1	-7	4	-0.4	-6	-0.5	-0.3	-2.7	-2	5.5
Cn1nccc1C(=O)N1CCN(c2ccc(F)cc2)CC1	1	0	2.6	-10	0.2	0.6	-3.5	2	1.1
Cc1cc(C)c(O)c(C2(O)C(=O)c3ccccc3C2=O)c1	-6	5	1.8	-2	-0.4	0.6	-0.5	0	x
COC(=O)c1cc(-c2ccc(OC)cc2F)nc2nc(SC)[nH]c(=O)c12	-5	-6	0.4	17	-2.3	-1.1	-3.0	27*	1.8
Cc1ccsc1C(=O)NCCc1nnc2ccccn12	-2	1	3.9	-1	0.5	-0.2	-2.9	0	-0.7
COc1cccc(CN(C)C(=O)CCN=C2NS(=O)(=O)c3ccccc32)c1OC	-6	0	2.9	-2	-0.1	-0.6	-1.3	0	-2.0
CC(C)OC(=O)NS(=O)(=O)c1cccc([N+](=O)[O-])c1	0	2	-3.9	-1	-0.7	1.7	1.7	-7	-1.7
OC[C@H]1OC(O)C[C@@H](O)[C@@H]1O (some centres not stated)	-8	3	-3.0	0	-0.5	0.4	-0.6	3	1.1
CC(=O)Nc1ccccc1C(=O)N1CC2(C)CC1CC(C)(C)C2 (configuration not stated)	-8	9	0.5	-7	-1.8	-1.3	-3.1	0	-0.4
CCOC(=O)c1cnc2nc(C(F)(F)F)[nH]n2c1=O	5	-6	-1.2	5	0.5	-0.5	-2.9	8	-1.7
O=C(CS(=O)Cc1ccccc1Cl)Nc1ccccc1Cl (configuration not stated)	-7	0	-3.5	9	-1.6	-0.6	-1.0	0	x
CCOc1ccc(/C=C/C(=O)N(CC)CC(=O)Nc2ccc3c(c2)OCCO3)cc1OCC	10	-1	0.0	19	-0.1	0.9	-0.4	9	-1.0
CCOC(=O)C1=C(c2ccc(O)cc2)NC(=O)NC1C (configuration not stated)	8	0	-2.1	7	-0.3	x	-3.4	1	-0.7
CCOCCCNCc1cn(-c2ccc(F)cc2F)nc1-c1ccccc1C	-7	-7	2.9	1	-1.0	0.1	-2.6	1	0.8
COc1ccccc1C(=O)COC(=O)CNC(=O)c1ccc(Br)o1	-5	1	-2.5	-16	-3.6	-1.3	-3.2	-1	-0.4
COc1cc(Nc2nc3ccccc3nc2NS(=O)(=O)c2ccc([N+](=O)[O-])cc2)cc(OC)c1OC	-3	-2	-2.2	11	0.5	0.9	0.1	0	-1.2
Cc1ccc(NC(=O)COCC(=O)Nc2ccc(F)cc2)cc1	0	8	2.0	-6	2.2	-0.3	-0.4	3	-1.0
O=C(NCC1CC1(Cl)Cl)Nc1ccc(Cl)c(Cl)c1 (configuration not stated)	5	-3	-0.9	4	0.8	304*	-3.6	-3	-1.3
N#C/C(=N\Nc1ccc([N+](=O)[O-])cc1)C(=N)N1CCOCC1	u	-10	2.4	15	u	0.9	-0.8	-5	x
N#Cc1ccc(CSc2nnc(Cc3cccs3)n2Cc2ccco2)cc1	4	4	-1.2	-9	-0.2	-0.2	-2.3	2	5.3
CCN(CC)S(=O)(=O)c1cc(NC(=O)C(CC(C)C)NC(N)=O)ccc1C (configuration not stated)	4	-1	-2.0	-5	-0.2	0.2	-2.4	0	0.8
NC(=O)C1CCN(C(=O)c2ccc3ncsc3c2)CC1	-4	-3	x	4	-0.3	x	-2.7	-2	0.1
O=C(Nc1nnc(-c2ccccc2)o1)c1ccc(Cl)cc1	0	-8	0.1	18	0.1	252*	-1.2	4	-0.9
NC(=O)CCN1CCCCC1	-3	7	-0.1	0	-0.6	-1.4	-1.6	-1	-0.2
COc1cccc(SCC2(O)CCN(C(=O)c3ccc(Cl)cc3)CC2)c1	-4	2	0.2	5	-1.9	0.8	-1.8	1	2.5
CC/C(Cc1ccccc1)=N\NC(=O)c1cc([N+](=O)[O-])cc([N+](=O)[O-])c1	-4	-1	1.6	-3	-0.2	0.2	-1.9	1	1.2
CN1CCN(C(=O)/C(=C/c2ccc(F)cc2)NC(=O)c2ccccc2)CC1	-15	-8	1.4	-4	-2.7	0.7	-2.5	-2	0.0
Cc1c(-n2cc(C(=O)c3cc(Cl)ccc3O)cc(C#N)c2=O)c(=O)n(-c2ccccc2)n1C	-1	-2	0.9	9	0.2	-0.6	0.2	0	-1.9
Cc1oc(-c2ccccc2F)nc1CSCC(=O)NCc1ccc2c(c1)OCO2	4	-10	0.9	9	4.0	0.0	-0.9	1	2.8
O=C(COc1ccccc1[N+](=O)[O-])Nc1ccc(Br)cc1	-1	0	0.2	9	-0.1	1.0	-0.8	-3	0.3
Cc1ccc(Cl)cc1NC(=O)C[n+]1ccc(Cc2ccc([N+](=O)[O-])cc2)cc1	-11	3	3.7	2	0.4	-1.7	-3.3	-2	x
CCC(=O)N1CCc2cc(OC)c(OC)cc2C1COc1ccccc1OC (configuration not stated)	-10	-4	x	-2	0.4	-0.9	-1.7	-1	x
CCOC(=O)CNC(=O)C1(/C=C/c2ccccc2)CC(=O)N1c1ccc(C)cc1 (configuration not stated)	-30	-2	-0.5	5	0.5	0.7	-1.6	0	0.2
CC(=O)OC1C(=O)OCC23CCC4(C)OC4C2OC2CC(OC(=O)C=CC=CC(=O)OCCC1C)C3(C)C21CO1 (configuration not stated)	7	-4	x	3	-0.1	x	-0.2	2	x
COc1ccc(NC(=O)CN(C)C(=O)Cc2ccc3c(c2)CCC3)cc1	4	2	0.9	3	2.3	0.4	0.7	2	0.2

One compound at a time, from the list above. Screens in order: BoNT F protease, Anthrax LF inh2, Mtb UGM inh, GDH-TPI inh, BoNT A protease, PfHsp40 yeast, FadD28 FP inh, Mtb FBA inh, BioA inh
COc1cccc(SCC2(O)CCN(C(=O)c3ccc(Cl)cc3)CC2)c1 across the screens: -4, 2, 0.2, 5, -1.9, 0.8, -1.8, 1, 2.5
CCN(CC)S(=O)(=O)c1cc(NC(=O)C(CC(C)C)NC(N)=O)ccc1C (configuration not stated) across the screens: 4, -1, -2.0, -5, -0.2, 0.2, -2.4, 0, 0.8
CC(=O)Nc1ccccc1C(=O)N1CC2(C)CC1CC(C)(C)C2 (configuration not stated) across the screens: -8, 9, 0.5, -7, -1.8, -1.3, -3.1, 0, -0.4
Cc1ccc(Cl)cc1NC(=O)C[n+]1ccc(Cc2ccc([N+](=O)[O-])cc2)cc1 across the screens: -11, 3, 3.7, 2, 0.4, -1.7, -3.3, -2, x

The list goes on.
SMILES	BoNT F protease	Anthrax LF inh2	Mtb UGM inh	GDH-TPI inh	BoNT A protease	PfHsp40 yeast	FadD28 FP inh	Mtb FBA inh	BioA inh
COC(=O)c1cccc(CC2(C)C(=O)Nc3ccc(OC(F)(F)F)cc32)c1 (configuration not stated)	-3	1	x	5	-0.1	x	-1.6	1	-1.5
CCCc1cc(=O)[nH]c(SCC(=O)N(C)CC(=O)Nc2ccc(F)cc2)n1	6	-7	3.1	-2	-0.1	-0.2	-4.9	0	-1.4
CCC1Oc2ccccc2N(CC(=O)NCCC2=CCCCC2)C1=O (configuration not stated)	-2	0	-0.1	-4	-0.1	0.2	-3.9	-2	-1.1
CCn1nc(C)c(/C=N/NC(=O)CSc2ccccn2)c1C	-3	-5	0.7	8	0.3	x	-1.7	1	7.9
CC1(C)CC(=O)C2=C(C1)Nc1nc(SCCN3CCOCC3)[nH]c(=O)c1C2c1cccs1 (configuration not stated)	-20	1	1.2	7	-0.4	-0.5	-6.3	1	0.2
Cc1ccc(NC(=O)NNC(=O)c2cc3ccccc3cc2O)c(C)c1	-2	-2	-2.7	5	-0.7	-0.2	-3.8	2	0.2
c1ccc(Nc2nc(N3CCOCC3)c3ccccc3n2)cc1	-8	-4	3.1	-3	-0.7	-1.6	-2.7	6	-1.0
COc1ccccc1C(=O)OCc1ccc2sc(C)nc2c1	1	1	1.7	-1	0.2	0.6	-2.9	8	x
COc1ccc2cc(Br)ccc2c1CC(=O)NC1CC(C)(C)NC(C)(C)C1	1	2	-0.4	7	0.4	0.1	-0.3	-1	-0.2
CCOc1ccccc1CNC(=O)C1CCN(c2nnc(C)c3c(C)n(-c4ccc(C)cc4)nc23)CC1	11	4	2.5	8	-1.9	2.4	-1.7	9	0.0
COC(=O)c1ccc(NC(=O)c2ccco2)cc1	13	-3	1.0	3	3.7	0.4	-1.8	-2	-0.2
Cc1ccc(NC(=O)c2ccccc2O)cc1	2	3	1.3	8	-0.1	13	0.8	5	x
O=C(C1CC1)N1CCC(C(O)(c2ccccc2)c2ccccc2)CC1	4	-2	-0.4	-10	u	-0.3	-4.5	1	0.4
CC(=O)Nc1cc(-c2cccc(C(=O)NCCO)c2)cn2c(-c3ccc(F)c(Cl)c3)cnc12	-8	-2	x	16	-0.8	x	-3.5	1	4.1
COc1ccc([C@@H]2[C@@H]3C(=O)N(C(C)(C)C)C(=O)[C@@H]3[C@]3(Cc4ccccc4)C(=O)N(c4ccc(C(F)(F)F)cc4)C(=O)N23)cc1	1	-16	1.3	6	0.2	1.9	-2.2	-1	0.4
N#C/C(=C\c1c(N2CCN(c3ccccc3)CC2)nc2ccccn2c1=O)S(=O)(=O)c1ccccc1	-2	-2	-2.0	7	1.3	0.8	0.9	3	-0.9
CCOc1cc(N2CCOCC2)c(OCC)cc1NC(=O)c1ccc(F)c(S(=O)(=O)N2CCOCC2)c1	-2	-2	x	15	1.3	-1.1	-1.6	3	-5.4
CCCCOc1ccc(N=Nc2ccc(N)nc2N)cn1	-11	8	4.3	13	-3.9	2.3	-0.7	-6	-3.8
COc1cc2c(cc1OC)CN(C(=O)CCc1c[nH]c3ccccc13)[C@H](C(=O)O)C2	-25	5	-2.1	-1	-1.9	-0.6	-3.3	-4	-1.6
CC(c1ccccc1)N(NC(=O)C(O)(c1ccccc1)c1ccccc1)C(=O)c1ccccc1 (configuration not stated)	2	0	x	-10	0.9	1.4	-1.6	1	-1.1
O=C(NCCCn1ccnc1)/C(=C\c1cccnc1)NC(=O)c1ccccc1F	4	-3	0.2	-5	-0.3	0.0	-2.4	1	x
CS(=O)(=O)c1ccc(Cl)c(NC(=O)COC(=O)c2c(Cl)cccc2Cl)c1	0	-6	-0.8	4	-0.1	-0.6	-4.2	-3	-1.3
COc1cccc(CNc2nc(C(F)(F)F)nc3ccccc23)c1	-6	-2	0.1	3	-1.7	7.5	-2.9	-3	0.0
Cn1c(CNC(=O)c2ccccc2F)cc2ccccc21	u	10	-0.4	-9	16	-1.1	-3.1	-3	-2.2
CC(=O)Nc1ccc(S(=O)(=O)NC(=O)C23CC4CC(CC(C4)C2)C3)cc1	x	x	-1.2	0	x	-0.6	-0.3	1	-0.2
COc1cccc(-c2csc(N3CCN(C(=S)NCC(C)C)CC3)n2)c1	u	25	-2.1	3	-1.4	0.6	-2.4	0	-1.4
COc1ccc(Nc2nc(N3CCCC3)nc3ccccc23)c(OC)c1	-2	-3	5.3	4	-0.1	-1.1	-3.9	4	1.3
COc1ccc(N2C(=O)CC(N3CCN(c4ccc(C(=O)c5cccnc5)cc4)CC3)C2=O)cc1 (configuration not stated)	6	-9	-2.2	17	3.2	0.8	-1.4	0	0.8
O=C(Nc1cc(Sc2ccccn2)cc([N+](=O)[O-])c1)c1ccc(Cl)cc1	6	0	-2.3	10	1.3	-1.1	-1.9	2	x
